ATG4B inhibitor – ATG4B protease inhibitors, primary screen, biochemical, fluorescence, uHTS; inhibition, % at 8.33 µM; ATG4B cleavage of LC3-PLA2, NBD-HPC fluorescence, 1 h; actives 0.51% (n = 340,000); Cysteine protease ATG4B (Homo sapiens), Q9Y4P1; AID 504462, 2011; in the data active = inhibition above about 40%
Target sequence (Q9Y4P1 whole entry, looked up): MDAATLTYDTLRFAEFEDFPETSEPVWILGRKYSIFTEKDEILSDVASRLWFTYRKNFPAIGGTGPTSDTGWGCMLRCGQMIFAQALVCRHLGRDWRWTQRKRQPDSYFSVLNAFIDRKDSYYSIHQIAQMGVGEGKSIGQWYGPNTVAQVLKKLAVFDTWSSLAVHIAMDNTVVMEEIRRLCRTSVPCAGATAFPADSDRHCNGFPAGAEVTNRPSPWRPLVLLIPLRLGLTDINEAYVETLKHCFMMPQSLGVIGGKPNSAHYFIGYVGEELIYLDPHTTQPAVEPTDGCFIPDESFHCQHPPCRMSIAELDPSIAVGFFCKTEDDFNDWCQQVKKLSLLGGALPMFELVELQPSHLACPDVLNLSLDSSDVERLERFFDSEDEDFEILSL
PfG6PD inh – PfG6PD enzyme inhibitors, primary screen, biochemical, fluorescence intensity, uHTS. glucose-6-phosphate dehydrogenase-6-phosphogluconolactonase (Plasmodium falciparum 3D7). PfGluPho enzyme, NADPH resazurin-diaphorase fluorescence. inhibition, % at 20 µM. actives 0.78% (n = 350,000). AID 504690, 2011;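 active = inhibition reaching at least a set limit at 20 µM in the primary screen, cut at about 59% in these data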;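 note: 0% = DMSO wells with substrate and 100% = DMSO wells lacking glucose-6-phosphate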
hIAP activ – human IAP activators, primary screen, biochemical, luminescence, uHTS; purified human IAP, CDP-Star luminescence, 30 min; hits give high values; 1 = vehicle-only enzyme, 0 = enzyme-free background; activation factor at 10 µM; actives 0.16% (n = 330,000);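 active = activation factor of the enzyme at least 2-fold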; note: the source names both 10 and 20 µM as test concentration; values of inactives mirror those of a sister screen read the other way
Target sequence (P09923 whole entry, looked up): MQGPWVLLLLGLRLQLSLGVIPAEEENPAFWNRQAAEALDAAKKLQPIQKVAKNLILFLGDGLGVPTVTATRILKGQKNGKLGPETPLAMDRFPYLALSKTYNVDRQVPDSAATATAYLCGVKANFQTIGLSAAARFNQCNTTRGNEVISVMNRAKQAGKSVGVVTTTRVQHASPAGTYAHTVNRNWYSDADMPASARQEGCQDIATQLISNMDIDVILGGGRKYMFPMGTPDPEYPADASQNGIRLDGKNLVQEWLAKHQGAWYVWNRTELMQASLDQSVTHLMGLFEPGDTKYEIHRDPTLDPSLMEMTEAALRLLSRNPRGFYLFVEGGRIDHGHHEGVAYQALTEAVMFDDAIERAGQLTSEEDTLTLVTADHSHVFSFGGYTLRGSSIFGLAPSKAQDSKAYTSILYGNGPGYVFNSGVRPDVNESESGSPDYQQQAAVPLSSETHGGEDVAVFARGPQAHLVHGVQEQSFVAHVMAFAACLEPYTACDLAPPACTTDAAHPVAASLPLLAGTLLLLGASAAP
HKDC1 inh – HKDC1 hexokinase inhibitors, primary screen, biochemical, fluorescence, uHTS. inhibition, % at 20 µM. actives 0.16% (n = 340,000). recombinant HKDC1, G6PDH/diaphorase resazurin coupled fluorescence. AID 493160, 2011. Q2TB90;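 active = inhibition above about 35% when tested at 20 µM, limit read from the data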;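 note: plate controls were DMSO wells with enzyme for no effect and DMSO wells lacking enzyme for full effect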
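Assay system: recombinant HKDC1 hexokinase; detection: coupled resazurin fluorescence, excitation 525 nm, emission 613 nm; benchmarks: DMSO-plus-enzyme-mix negative control, buffer-substituted positive control; compound dosing: single 20 µM dose; schedule: 90 min at room temperature in dark; also added: glucose plus 1 mM ATP as hexokinase substrates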
A3A deaminase – APOBEC3A ssDNA deaminase inhibitors, primary screen, selectivity assay for APOBEC3G inhibitor project, biochemical, FAM/TAMRA oligo cleavage fluorescence; inhibition, % at 20 µM; actives 0.41% (n = 330,000); AID 493011, 2011; recombinant A3A, FAM/TAMRA ssDNA deamination fluorescence; DNA dC->dU-editing enzyme APOBEC-3A (Homo sapiens), P31941;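 active = at least 40% inhibition at 20 µM here, with at most 30% in a related deaminase screen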;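 note: plate controls were A3A with DMSO for no effect and wells lacking A3A enzyme for full effect; some results filed as inactive read as strong as hits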
mIAP block – inhibitors of mouse IAP, primary screen, biochemical, luminescence, uHTS. inhibition, % at 10 µM. actives 0.2% (n = 330,000). purified mouse IAP, CDP-Star luminescence, 30 min;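 active = inhibition of at least 40% at 10 µM in the primary screen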;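 note: plate controls were DMSO with enzyme for no effect and no enzyme wells for full effect; values of inactives mirror those of a sister screen read the other way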
mIAP act – activators of mouse IAP, primary screen, biochemical, luminescence, uHTS; actives 0.24% (n = 330,000); AID 2805, 2010; muIAP, CDP-Star luminescence, 30 min; hits give high values; 1 = vehicle-only enzyme signal, 0 = enzyme-free wells; activation factor at 10 µM;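 active = activation factor of at least 2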; note: the source names both 10 and 20 µM as test concentration; values of inactives mirror those of a sister screen read the other way
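Assay system: mouse IAP enzyme; reagent: chemiluminescent substrate CDP-Star; dosing: test compounds delivered from DMSO solution; schedule: 30 min at room temperature; measured by: luminescence from enzymatic CDP-Star hydrolysis; controls: DMSO-only wells and no-enzyme negative control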
hIAP block – human IAP inhibitors, primary screen, biochemical, luminescence, uHTS. Intestinal-type alkaline phosphatase (Homo sapiens), P09923. purified IAP, CDP-Star luminescence, 30 min. inhibition, % at 10 µM. actives 0.12% (n = 330,000). AID 2544, 2010;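 active = inhibition reaching a set limit with compound at 10 µM in the primary screen, cut at about 35% in these data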;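 note: plate controls were DMSO wells with enzyme for no effect and no-enzyme buffer wells for full effect; values of inactives mirror those of a sister screen read the other way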
Active calls of the source: *; x = no result given.

Preview:
SMILES	ATG4B inhibitor	PfG6PD inh	hIAP activ	HKDC1 inh	A3A deaminase	mIAP block	mIAP act	hIAP block
CCOC(=O)C1CCCN(C(=O)Cc2c(C(=O)O)[nH]c3ccccc23)C1 (configuration not stated)	-5.2	-15.4	1.09	-5.7	-2.6	5.0	0.95	-9.3
O=C(Nc1nnc(N2CCCCCC2)s1)c1cc(-c2ccc(Br)cc2)on1	10.7	-16.7	0.942	-5.0	-3.5	4.6	0.954	5.8

The whole of this part, repeating the preview:
SMILES	ATG4B inhibitor	PfG6PD inh	hIAP activ	HKDC1 inh	A3A deaminase	mIAP block	mIAP act	hIAP block
CCOC(=O)C1CCCN(C(=O)Cc2c(C(=O)O)[nH]c3ccccc23)C1 (configuration not stated)	-5.2	-15.4	1.09	-5.7	-2.6	5.0	0.95	-9.3
O=C(Nc1nnc(N2CCCCCC2)s1)c1cc(-c2ccc(Br)cc2)on1	10.7	-16.7	0.942	-5.0	-3.5	4.6	0.954	5.8
O=C(CNC(=S)N(CCCN1CCOCC1)Cc1cccs1)NC1CC1	-3.3	-6.9	1.2	-4.0	-6.4	17.2	0.828	-20.0
Cc1ccc(OCC(=O)NCCC2=CCCCC2)cc1	7.3	7.3	0.955	-7.0	3.5	2.2	0.978	4.5
O=C(COC(=O)c1ccccc1)c1ccc(S(=O)(=O)N2CCCCC2)cc1	3.2	19.5	0.948	3.2	-5.3	12.5	0.875	5.2
CCOc1ccc(S(=O)(=O)NCc2ccc(Cl)cc2)c2cccnc12	-7.5	-2.1	0.959	-2.4	2.1	-11.5	1.11	4.1
O=c1oc2cc(OCCO)ccc2c2c1CCCC2	-7.7	5.4	1.01	1.0	4.0	-4.8	1.05	-1.2
COc1cccc(NC(=O)COC(=O)c2c(C)noc2C)c1	6.8	2.6	1.07	-1.8	-3.7	-1.8	1.02	-6.7
Cc1ccccc1NC(=O)C1CCN(C(=O)N2CCOc3ccccc32)CC1	-2.0	1.9	1.03	-5.7	-3.5	-8.1	1.08	-2.8
CCOC(=O)N1CCc2c(sc(NC(=O)Cc3ccccc3)c2C(=O)c2ccc(OC)cc2)C1	-4.0	9.8	0.876	1.4	-0.2	8.3	0.917	12.4
CC1(c2nnc(-c3ccc(F)cc3)o2)CC(c2ccc(Cl)cc2)=NO1 (configuration not stated)	-7.5	15.6	1.05	7.8	0.3	2.3	0.977	-4.7
Cc1cccc(NC(=S)N(Cc2ccco2)C(C)c2cccs2)c1 (configuration not stated)	-7.9	32.2	0.983	-1.4	-0.1	6.4	0.936	1.7
O=C(CCN1CCCCO1)N1CCCC(Nc2ccc(F)c(F)c2)C1 (configuration not stated)	0.4	1.5	1.08	-2.0	-2.2	4.7	0.953	-7.7
O=C(CSc1nc2ccc(Cl)cc2[nH]1)NC1CCCC1	-6.0	7.7	1.21	1.4	5.6	-0.8	1.01	-21.0
O=C(Nc1ccccc1)c1ccc(-c2ccccc2)s1	7.8	2.9	0.948	4.1	2.7	-10.2	1.1	5.2
Cc1cc(C)cc(NC(=O)CSc2nnc(Cn3c(=O)sc4ccccc43)n2C)c1	3.6	-1.1	1.11	-3.0	-1.7	1.2	0.988	-11.5
CN(C(=O)CN1CCN(c2ccc([N+](=O)[O-])cn2)CC1)c1ccccc1	-0.8	-2.1	1.07	-0.7	-4.2	-3.7	1.04	-6.9
CC(=O)Nc1ccc(S(=O)(=O)NNC(=O)CCC(=O)NCc2ccccc2)cc1	0.2	-10.1	1.04	-5.2	-3.5	8.9	0.911	-4.0
COc1ccc(OC)c(NC(=O)COC(=O)COc2ccc(Nc3ccccc3)cc2)c1	-13.4	25.9	1.02	4.1	-2.9	-1.0	1.01	-2.0
O=C(COC(=O)c1ccc2ncsc2c1)Nc1cc([N+](=O)[O-])ccc1Cl	1.8	-2.8	0.876	-10.2	1.4	3.5	0.965	12.4
Cc1cccc(OCC(=O)Nc2cc(C)on2)c1	1.7	5.1	1.13	5.2	0.6	-5.0	1.05	-12.7
Cc1cc(NC(=O)C(C)SCC(=O)N(C)CC(=O)Nc2ccc(F)cc2)no1 (configuration not stated)	4.7	8.9	0.911	-0.1	-4.0	5.2	0.948	8.9
O=C(Nc1cc2c(cc1Br)OCCCO2)c1ccccc1	5.2	5.6	0.998	-3.1	54.7*	0.4	0.996	0.2
COCc1cc(C)nc(Nc2ccc(C)c(C)c2)c1C#N	-15.2	0.2	1.09	-5.4	-2.2	-0.2	1	-9.0
CCCCN(C(=O)c1cccc(S(=O)(=O)N(C)c2ccc(C)cc2)c1)c1c(N)n(CCCC)c(=O)[nH]c1=O	-4.7	-7.5	1.08	-1.4	4.7	-2.4	1.02	-8.0
COC(=O)C1=C(C)NC2=C(C1c1ccc(O)cc1)S(=O)(=O)c1ccccc12 (configuration not stated)	-6.8	-28.3	0.99	-2.1	-0.3	-10.7	1.11	1.1
O=C(Nc1ccccc1)c1ccc(=O)n(Cc2ccc(F)c(F)c2)c1	-7.1	2.3	1.07	-3.2	-1.5	-3.0	1.03	-7.1
C=CCN(c1ccccc1)S(=O)(=O)c1cccc(C(=O)Nc2cccc(C)n2)c1	-2.7	-9.3	1.21	-3.1	-4.0	1.6	0.984	-21.4
COc1ccc(NC(=O)CN2C(=O)C(C)Oc3ccc(C)cc32)cc1 (configuration not stated)	-4.5	-9.0	0.957	0.5	1.1	-8.3	1.08	4.3
O=C(CN1CCOCC1)NCCc1ccccc1	-1.8	6.7	0.979	-7.1	-1.1	-3.9	1.04	2.1
CCOc1ccccc1NC(=S)Nc1ccccc1F	-8.1	5.3	1.14	-7.8	-1.6	7.9	0.921	-13.6
Cc1nc2c(sc3nc4c(cc32)COC(C)(C)C4)c(=O)o1	14.7	4.8	0.934	-7.2	-3.3	6.2	0.938	6.6
CCC(Sc1nncn1C)C(=O)Nc1ccccc1OC (configuration not stated)	-6.6	5.1	1.17	-3.4	2.6	-6.0	1.06	-16.5
CCCCCCN=C(C)c1ccccc1O	2.8	0.6	1.17	-9.8	-0.8	-6.7	1.07	-17.4
CC(C)(C)c1ccc(C(=O)C2CCCN(C(=O)C3CCOCC3)C2)cc1 (configuration not stated)	17.1	25.2	1.06	-11.9	-0.2	5.6	0.944	-5.7
NNC(=O)CN1C(=O)Nc2ccc(Br)cc2C1c1ccccc1 (configuration not stated)	-1.0	-4.5	1.11	-6.9	-1.8	-5.5	1.05	-11.4
Cc1oc(-c2cccc(C(F)(F)F)c2)nc1CN1CCN(c2ccccn2)CC1	18.3	12.6	0.946	-6.4	-1.8	1.9	0.981	5.4
COc1ccc(S(=O)(=O)N2CCOCC2)cc1NC(=O)CSc1nnc2ccccn12	x	x	1.04	x	3.6	-7.6	1.08	-4.0
O=C(CN1CCCC1)NC12CC3CC(CC(C3)C1)C2	4.1	-7.4	1.03	-7.1	-6.0	1.7	0.983	-2.7
COC(C[C@H]1O[C@@H]1[C@@H](O)COCc1ccccc1)OC	2.2	9.4	1.09	-9.2	3.4	-4.9	1.05	-8.8
CC(NCc1nc2ccccc2n1C)C12CC3CC(CC(C3)C1)C2 (configuration not stated)	-3.1	1.0	1.04	-4.5	1.1	-2.8	1.03	-3.6
COc1ccc(C(=O)n2cnc(N)n2)cc1	0.4	-1.5	1.04	-3.4	-1.7	-12.3	1.12	-3.7
CCc1ccc(NC(=O)N(C2CCC(C)CC2)C2CCN(C(C)=O)CC2)cc1 (configuration not stated)	-19.6	2.6	1.11	0.5	-3.6	-31.8	1.32	-11.1
CCN1C(=O)C(=O)N(CC(=O)N2CCN(c3ccccc3)CC2)C1=O	-0.2	3.9	1.01	-9.5	-3.3	3.7	0.963	-1.4
CCCCCCN1C(=O)C(O)=C(C(C)=O)C1c1ccccc1[N+](=O)[O-] (configuration not stated)	12.6	-11.3	0.959	12.1	0.1	4.9	0.951	4.1
Cn1c(N)c(C(=O)CNC2CCCCC2)c(=O)n(C)c1=O	10.9	15.2	1.05	-9.7	-4.4	-5.2	1.05	-5.1
Cc1ccccc1OC(=O)c1cccc(S(=O)(=O)N2CCN(C)CC2)c1	3.4	-4.7	1.08	1.5	10.5	-5.2	1.05	-8.1
Cc1ccc(N2C(=O)c3n[nH]c(C)c3C2c2ccccn2)cc1 (configuration not stated)	2.0	-23.2	0.97	-1.9	-1.5	-3.5	1.03	3.0
COc1cccc(-c2ccc3ncnc(NCc4cccs4)c3c2)c1	4.2	1.2	0.868	-0.4	-0.7	-9.2	1.09	13.2
CCOC(=O)C1CCN(C(=O)CCc2c(C)nc3cc(-c4ccccc4)nn3c2C)CC1	1.3	16.3	0.963	-5.9	-1.1	9.8	0.902	3.7
COc1cccc(-n2nnc3c(=O)n(CC(=O)N4CCC(Cc5ccccc5)CC4)cnc32)c1	-4.1	-8.4	0.947	-2.8	3.1	7.7	0.923	5.3
COc1cccc(-n2cnc(=O)c3cccnc32)c1	5.5	-0.2	0.928	-1.9	-0.8	11.1	0.889	7.2
O=C(/C=C/c1ccc(F)cc1)NC(=S)N1CCCCC1c1cccnc1 (configuration not stated)	-4.4	44.5	1.08	-5.2	-3.6	-12.1	1.12	-8.0
Cc1cccc(N2C(=O)N3[C@H](c4ccc(Br)cc4)[C@@H]4C(=O)N(C(C)(C)C)C(=O)[C@@H]4[C@]3(Cc3ccc(Cl)cc3)C2=O)c1	-8.7	2.9	1.02	-2.2	-1.1	-1.0	1.01	-2.4
CCc1cccc(CC)c1NC(=O)C1CCN(C(=O)c2ccco2)CC1	-6.1	8.2	0.893	0.3	-3.8	9.0	0.91	10.7
COc1ccc(-c2cnnn2-c2ccc([N+](=O)[O-])cc2)cc1	-5.0	6.4	1.18	-2.5	-1.2	2.5	0.975	-17.8
O=C(CC1Sc2ccccc2NC1=O)NNC(=O)Nc1ccc(Cl)cc1 (configuration not stated)	-3.2	-10.5	1.08	-0.3	-2.4	-3.5	1.03	-8.0
CCN1C(=NCCOC)N[C@@H](c2cccs2)C(C(=O)OC)=C1C	-2.1	1.3	1.09	-4.5	57.7*	-10.0	1.1	-9.2
Cc1c(C(=O)Nc2ccc(F)cc2)cn2c(nc3ccccc32)c1C#N	-2.2	-7.5	0.966	-1.1	0.5	-1.7	1.02	3.4
CC12CC(NC(=O)N1CCc1ccccc1)c1ccccc1O2 (configuration not stated)	-2.3	10.2	0.964	7.2	1.2	-5.5	1.05	3.6
CCN(CC(=O)Nc1c(F)cccc1F)C(=O)CCC(=O)c1ccc(C)cc1	8.7	-0.4	0.942	-3.6	0.0	8.8	0.912	5.8
CCOc1ccc(N(CC(=O)NC2CCCC2)C(=O)Cn2nnc(-c3ccc(C)o3)n2)cc1	-8.0	-1.3	1.21	-1.2	0.3	-5.9	1.06	-21.0

Entries of single compounds from above.
Record of CCN(CC(=O)Nc1c(F)cccc1F)C(=O)CCC(=O)c1ccc(C)cc1 : ATG4B inhibitor = 8.7; PfG6PD inh = -0.4; hIAP activ = 0.942; HKDC1 inh = -3.6; A3A deaminase = 0.0; mIAP block = 8.8; mIAP act = 0.912; hIAP block = 5.8
Record of Cc1c(C(=O)Nc2ccc(F)cc2)cn2c(nc3ccccc32)c1C#N : ATG4B inhibitor = -2.2; PfG6PD inh = -7.5; hIAP activ = 0.966; HKDC1 inh = -1.1; A3A deaminase = 0.5; mIAP block = -1.7; mIAP act = 1.02; hIAP block = 3.4
